HepG2 viability = kills HepG2 cells in TGF-b inhibitor counter-screen | HepG2 CAGA-GFP viability, ATP luminescence, 18 h | Potency, µM (series often up to 46.1 µM), for inactives: top-dose activity change, negative = cytotoxicity, hits mostly cytotoxic | 410,000 tested, 0.76% active | AID 588856; also: potency is read from the fitted curve at half-maximal effect; some results filed as inactive show a strong effect at the top dose
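CellTiter-Glo luminescence gave cytotoxicity after 18 hours at 37 degrees C. The cells were HepG2 CAGA-GFP in 1% FBS DMEM, stimulated with 500 pg/mL TGF-beta after compound addition. %Activity was normalised to no-cell wells (complete cell-killing) and DMSO (no toxicity), and curves were fitted and classified.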
ATXN2 expr inh = reduces ATXN2 reporter expression in HEK-293 cells. 360,000 tested, 0.72% active. Potency, µM (series often up to 57 µM), inactives show at the highest dose activity change, negative = inhibition, actives largely listed as inhibitors. HEK-293 ATXN2-luciferase reporter, luminescence, 24 h; also: potency is read from the fitted curve at half-maximal effect; % is scaled to controls: 0 for no effect and ±100 for the full control effect; nearly all actives have a fitted effect of over 55% in size
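ATXN2-luciferase reporter cells (luciferase flanked by upstream and downstream ATXN2 gene portions) were treated 24 h at 37 °C with compounds at up to 57 uM. SteadyGlo luminescence gave expression; GF-AFC fluorescence gave viability.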
IL1B secr inh = inflammasome signaling inhibition, IL-1 beta readout; THP-1 LPS/ATP IL-1B secretion, AlphaLISA, 16 h; hits give low values; activity change, % at 57.5 µM; 360,000 tested, 4.7% active; AID 743279; in the data active = activity change below about -50%; inconclusive = mostly about -30% to -49%; also: % is scaled to controls: 0 for no effect and ±100 for the full control effect
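THP-1 cells pretreated 1 hr with compounds (up to 57.5 uM final), then stimulated with LPS (250 ng/mL final) plus ATP (1.25 mM final); secreted IL-1B measured by AlphaLISA after 16 hr, decreased signal indicating inhibition.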
ATXN viability = reduces viability in counter-screen for ATXN expression inhibitors | Potency, µM (series often up to 56.7 µM), actives largely listed as cytotoxic | AID 651635 | S2 cells (HEK-293 line with an ATXN2-luciferase reporter) viability, CellTiter-Fluor protease fluorescence, 24 h | 400,000 tested, 0.49% active; also: potency is read from the fitted curve at half-maximal effect; nearly all actives have a fitted effect of over 40% in size
Nrf2 inh = inhibitors of Nrf2 signaling; AID 504444; A549 ARE-Fluc reporter, luciferase luminescence, 18-24 h; Potency, µM (doses to about 46 µM), for inactives: top-dose activity change, negative = inhibition, most hits filed as inhibitors; 360,000 tested, 2.1% active; also: potency is read from the fitted curve at half-maximal effect; % is scaled to controls: 0 for no effect and ±100 for the full control effect; nearly all actives have a fitted effect of over 60% in size
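Concentration-response testing used A549 ARE_Fluc cells at 5000 cells/well. Following an 18-24 h compound incubation, viability was read by fluorescence (Ex 405/Em 525) and luciferase output by luminescence.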
Nrf2 ARE act = activates Nrf2 signaling | AREc32 ARE-luciferase reporter (MCF7-derived line), luminescence, 24 h | 410,000 tested, 0.31% active | AID 624171 | Potency, µM (titrated, usually from 46.1 µM), inactives show at the top dose activation, hits mostly activators; also: potency is read from the fitted curve at half-maximal effect; % of control where 0% means no effect; nearly all actives have a fitted effect of over 65% in size
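Cells of the AREc32 ARE-luciferase line are plated in OPTI-MEM containing 5% FBS and left overnight at 37 deg C. Compounds are pinned in, incubation continues 24 hr, and firefly luciferase signal is then measured.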
A549 viability = kills or reduces viability of A549 cells in Nrf2 counter-screen; 390,000 tested, 0.16% active; Potency, µM (titrated, usually from 46 µM), for inactives: at the highest dose activity change, negative = cytotoxicity, actives largely listed as inhibitors; A549 ARE-Fluc cells, CellTiter-Fluor viability, 18-24 h; also: potency is read from the fitted curve at half-maximal effect; % is scaled to controls: 0 for no effect and ±100 for the full control effect
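A549 ARE_Fluc cells in 5% FBS OPTI-MEM were exposed to compounds in concentration-response for 18-24 h at 37 deg C. Viability was read by CellTiter-Fluor fluorescence (Ex 405/Em 525) after 30 min, before the luciferase read.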
MCF10A rereplic = DNA re-replication induction in MCF 10a cells; MCF 10A DNA re-replication, Hoechst nuclear intensity, 48 h; Potency, µM (titrated, usually from 46.1 µM), without a hit: at the top dose activity, positive = re-replication, most hits filed as activators; 350,000 tested, 2.9% active; also: potency is read from the fitted curve at half-maximal effect; % of control where 0% means no effect; nearly all actives have a fitted effect of over 50% in size
TGFb SMAD3 inh = blocks TGF-b signaling; HepG2 CAGA-GFP TGF-b/SMAD3 reporter, GFP fluorescence, 18 h; TGF-beta stimulated, 500 pg/mL final; Potency, µM (titrated, usually from 46.1 µM), inactives show at the highest dose activity, negative = inhibition, hits mostly inhibitors; 410,000 tested, 1.2% active; AID 588855; also: potency is read from the fitted curve at half-maximal effect; % is scaled to controls: 0 for no effect and ±100 for the full control effect; nearly all actives have a fitted effect of over 65% in size
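Inhibition of TGF-beta-driven CAGA-GFP reporter expression in HEPG2 cells is measured by cellular GFP fluorescence after 18 h stimulation with 500 pg/mL recombinant TGF-beta in 1% FBS medium at 37 degrees C.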
Numbers without * were called inactive; i = inactive; ? = inconclusive; · = not tested or not shown; [ ] = remark or other dose. Unless noted, calls follow the shape of the dose curve; as a rule, active = well fitted curve in the direction sought with a large enough effect; inconclusive = small, poorly fitted or top-dose-only effect, or another doubt; inactive = no such curve, though single readings can be large; an effect the other way counts as inactive or inconclusive.

smiles	HepG2 viability	ATXN2 expr inh	IL1B secr inh	ATXN viability	Nrf2 inh	Nrf2 ARE act	A549 viability	MCF10A rereplic	TGFb SMAD3 inh
Cc1ccc(NC2=CC(=O)OC(C)C2)cc1 (stereo unspecified)	5.9%	-1.5%	-0.4	?	16.3%	0.5%	-2.3%	-4.8%	?
COCCn1c(C)cc(/C=C(\C#N)C(=O)OC(C)C(=O)Nc2ccc(NC(C)=O)cc2)c1C (stereo unspecified)	-0.1%	14.6%	27.0	i	8.6%	-0.5%	-4.7%	?	14.4%
CC(=O)NC(c1cccc([N+](=O)[O-])c1)c1ccc2cccnc2c1O (stereo unspecified)	-20.2%	3.16µM*	189.2	?	?	2.3%	-4.6%	14.6µM*	?
CCCCc1nc2cc(C(=O)NC(C)c3cnn(C)c3)ccc2o1 (stereo unspecified)	-12.7%	·	16.2	i	19.2%	0.6%	18.9%	0.1%	-2.6%
O=C1N(CCCl)c2ccc(Br)cc2C12OCCO2	-14.6%	-0.4%	3.5	i	2.7%	0.3%	4.0%	2.3%	13.3%
COc1ccccc1N1CCN(C(=O)CSc2ncnc3scc(-c4ccccc4)c23)CC1	-25.8%	-12.4%	-16.4	i	18.4µM*	1.9%	-3.4%	6.8%	-26.1%
CC1CCN(C(=O)Cn2cc(SCC(=O)Nc3ccccc3)c3ccccc32)CC1	-21.3%	·	·	·	?	-0.3%	-1.8%	·	0.0%
CCN(CC)C(=O)Cn1cc(SCC(=O)Nc2cc(C)on2)c2ccccc21	-1.3%	-12.9%	44.0	i	-25.0%	-0.6%	-11.4%	1.2%	10.9%
O=C(Nc1ccc2nc(SCC(=O)N3CCc4ccccc43)sc2c1)c1ccc(Cl)cc1	-61.3%	·	·	·	-24.0%	1.1%	0.8%	·	0.0%
O=C(CSc1nc(=O)n2ccccc2n1)N1CCN(c2ccccc2)CC1	-11.4%	-12.5%	-12.0	i	?	-0.5%	9.3%	16.2%	2.2%

Exported with values under each structure: part of the list above.
The line under a structure holds: HepG2 viability | ATXN2 expr inh | IL1B secr inh | ATXN viability | Nrf2 inh | Nrf2 ARE act | A549 viability | MCF10A rereplic | TGFb SMAD3 inh
O=C(CSc1nc(=O)n2ccccc2n1)N1CCN(c2ccccc2)CC1
 : -11.4% | -12.5% | -12.0 | i | ? | -0.5% | 9.3% | 16.2% | 2.2%
CCCCc1nc2cc(C(=O)NC(C)c3cnn(C)c3)ccc2o1 (stereo unspecified)
 : -12.7% | · | 16.2 | i | 19.2% | 0.6% | 18.9% | 0.1% | -2.6%

Going on with the list:
smiles	HepG2 viability	ATXN2 expr inh	IL1B secr inh	ATXN viability	Nrf2 inh	Nrf2 ARE act	A549 viability	MCF10A rereplic	TGFb SMAD3 inh
Cc1ccc(NC(=O)CS(=O)CC(=O)NCCCN(C)c2ccccc2)cc1 (stereo unspecified)	-5.8%	-4.7%	-16.8	i	0.4%	-0.8%	-4.9%	-1.8%	5.2%
O=C(OCc1nnc(-c2ccc([N+](=O)[O-])cc2)o1)C1CCN(C(=O)c2ccc(Cl)cc2)CC1	24.0%	-11.5%	5.6	i	-9.5%	-0.7%	0.7%	0.3%	-10.1%
O=C(Cc1cccs1)N1CCN(S(=O)(=O)c2ccc(F)cc2)CC1	13.0%	13.4%	6.6	i	?	0.2%	1.0%	-6.4%	-6.8%
COc1ccccc1NC(=O)C1=C(C)Nc2c(C(=O)Nc3ccc(C)cc3)cnn2C1c1cccc(OC)c1OC (stereo unspecified)	0.6%	·	·	·	14.8%	0.3%	-0.8%	·	-2.0%
Fc1ccc(Nc2cncc(-c3ccsc3)c2)cc1Cl	-66.3%	-12.5%	0.0	?	·	12.7%	·	·	?
CCN(CC(=O)Nc1c(F)cccc1F)C(=O)CCNC(=O)c1ccccc1OC	-3.8%	0.9%	-0.1	?	8.3%	-0.5%	-2.7%	1.7%	?
COc1ccccc1CNC(=O)Cn1ncc2c(=O)oc3ccc(C)cc3c21	5.8%	·	·	·	7.1%	-0.5%	1.1%	·	0.2%
Cc1ccc(NC(=O)CCCN2C(=S)NC(C)(C)CC2C)cc1 (stereo unspecified)	-23.0%	-17.9%	-3.4	?	-23.5%	0.5%	-4.0%	-1.7%	-11.3%
COc1ccc2cnn(CCOc3cc(C)ccc3C(C)C)c(=O)c2c1OC	-9.6%	4.5%	20.5	i	-3.7%	0.1%	-0.6%	?	?
Cc1csc2nc(-c3cccc(NC(=O)C(C)C)c3)cn12	-1.6%	·	·	·	·	3.7%	16.9%	·	-1.2%
CCOc1ccc(N(CC(=O)Nc2ccccc2C(=O)N2CCCC2)S(C)(=O)=O)cc1	0.5%	3.7%	-3.7	?	5.9%	0.5%	-0.6%	-2.8%	-13.9%
O=S(=O)(c1cccc(Cl)c1)N1CCN(c2nc(-c3ccccc3)nc3ccccc23)CC1	5.4%	·	·	·	20.4%	·	-1.5%	·	1.5%
O=C(CSc1nnc(SCc2ccc(Cl)cc2)s1)N/N=C/c1c(Cl)cccc1Cl	-38.1%	-6.4%	18.4	i	10.6%	-0.6%[9.22 µM]	13.9%	?	-14.3%
COc1cccc(-c2cccc(-c3nc(C(=O)NCc4ccc5c(c4)OCO5)cc4c3[C@H](CCO)N(S(=O)C(C)(C)C)C4)c2)c1 (stereo partly specified)	-60.1%	?	-23.0	17.8µM*	·	2.8%	·	·	15.8µM*
CC(=O)c1cccc(N=C2NC(=O)C(CO)(CO)S2)c1	16.9%	-18.5%	-2.2	i	17.9%	0.1%	-3.0%	3.8%	?
CCC(C)C1NC(=S)N(C2CCCCC2)C1=O (stereo unspecified)	-5.5%	5.1%	50.0	i	7.1%	0.5%	8.5%	5.3%	?
O=C(Cn1cnc2c(NCc3ccccc3)ncnc21)NCCN1CCOCC1	-9.8%	0.0%	-3.3	i	-26.6%	0.4%	4.7%	-5.4%	?
CCCOc1ccc(CCN2CCC(=O)NC2=O)cc1C	9.9%	5.3%	-9.3	i	19.1%	-0.5%	-13.0%	-0.1%	8.8%
CC1(C(=O)Nc2cccc3c2CCCC3)CCN1C(=O)C1(c2ccc(Cl)cc2)CC1 (stereo unspecified)	-25.7%	-9.4%	-14.9	i	·	6.1%	·	·	?
CCOC(=O)[C@]12CCC=C1N(Cc1ccccc1)C(=O)[C@H](CC(=O)NCc1ccc(C)o1)C2	·	1.1%	-3.0	i	·	1.6%	·	·	·
N#Cc1ccccc1S(=O)(=O)N1CCN(C(=O)c2cn(-c3ccccc3)nc2-c2cccnc2)CC1	8.1%	-2.0%	-25.9	i	8.9%	-0.7%	-12.6%	4.0%	14.9%
CCCOc1ccc(C2C(C(=O)c3cc4ccccc4o3)=C(O)C(=O)N2c2cc(C)on2)cc1OC (stereo unspecified)	-21.8%	·	-9.0	i	?	-0.2%	-28.3%	8.4%	7.3%
CCOC(=O)C1=C(C)NC(C)=C(C(=O)OCC)C1C(=O)OCC(=O)NCCc1ccccc1	-24.8%	-20.2%	-55.2*	?	-18.7%	3.6%	?	?	-8.8%
CCOC(=O)Cn1cc(Cl)cc(C(=O)Nc2ccccc2)c1=O	3.2%	16.3%	-4.8	i	13.9%	3.8%	-5.2%	7.9%	12.0%
Cc1ccc(NC(=O)C2CCCN(S(=O)(=O)c3ccc4c(c3)oc(=O)n4C)C2)nc1 (stereo unspecified)	-3.4%	-4.1%	-11.6	i	?	0.4%	-2.6%	-11.1%	-1.3%
CC(CC(=O)O)Nc1ccccc1O (stereo unspecified)	21.8%	-13.4%	-17.8	i	-5.4%	3.6%	-0.6%	-5.0%	33.7%[activator]
CN1CCN(CCC(=O)N/N=C/c2ccccn2)CC1	7.8%	10.2%	19.9	i	1.9%	-0.5%	1.1%	12.6%	5.6%
COc1ccc(C2/C(=C(/O)c3ccc4c(c3)CC(C)O4)C(=O)C(=O)N2CCCn2ccnc2)cc1OC (stereo unspecified)	1.3%	-14.1%	5.5	i	2.3%	-0.4%	1.8%	12.1%	-1.8%
COc1cc(/C=C/C(=O)OCC(=O)Nc2cccc(F)c2)ccc1O	-6.2%	0.2%	10.7	i	?	16.1%	0.6%	?	-19.3%
COc1ccc(NC(=O)CC2Nc3ccccc3NC2=O)c([N+](=O)[O-])c1 (stereo unspecified)	-0.6%	-13.2%	2.7	i	-4.7%	3.5%	-11.3%	-0.1%	40.0%
c1ccc(-c2ccccc2-c2nc(-c3cccnc3)no2)cc1	-41.2%	-8.0%	0.4	i	-24.1%	-0.1%	-0.9%	?	20.2%
CCOc1ccccc1Nc1nnc(SCC(=O)NC(=O)c2cccn2C)s1	2.5%	·	-5.8	i	22.6%	0.2%	8.8%	19.9%	-6.1%
COc1cccc(N2CCN(C(=O)C3CCCN(S(=O)(=O)c4cccc5nsnc45)C3)CC2)c1 (stereo unspecified)	-19.9%	-12.0%	·	i	16.4µM*	0.4%	-10.0%	·	?
COc1ccc(S(=O)(=O)NC(Cc2ccccc2)C(=O)O)cc1 (stereo unspecified)	-3.0%	·	9.6	i	-2.5%	-0.9%	-5.5%	3.8%	0.5%
CC1Cc2ccccc2N1C(=O)COC(=O)c1ccc(O)cc1 (stereo unspecified)	2.3%	16.2%	22.3	i	18.9%	-0.1%	4.4%	-4.9%	2.9%

Screening data from PubChem.
